Screens deposited in PubChem BioAssay by National Center for Advancing Translational Sciences (NCATS).
RGS12 GoLoco inh: RGS12 GoLoco-Gai1 interaction inhibition; Gai1:RGS12 GoLoco peptide FP, rhodamine, 10 min; P63096; 0.44% of 230,000 active; Potency, µM (series often up to 61.6 µM), without a hit: top-dose activity, negative = inhibition, usual class: inhibitors; active = well fitted inhibition curve with a large enough effect, not every such curve was filed as active; inactive = no such curve, though single readings can be large or run the other way; note: % is set by controls: 0 for no effect and ±100 for the full control effect; nearly all actives have a fitted effect of over 30% in size; many of its hits are not listed in these tables
Target sequence (P63096 whole entry, looked up): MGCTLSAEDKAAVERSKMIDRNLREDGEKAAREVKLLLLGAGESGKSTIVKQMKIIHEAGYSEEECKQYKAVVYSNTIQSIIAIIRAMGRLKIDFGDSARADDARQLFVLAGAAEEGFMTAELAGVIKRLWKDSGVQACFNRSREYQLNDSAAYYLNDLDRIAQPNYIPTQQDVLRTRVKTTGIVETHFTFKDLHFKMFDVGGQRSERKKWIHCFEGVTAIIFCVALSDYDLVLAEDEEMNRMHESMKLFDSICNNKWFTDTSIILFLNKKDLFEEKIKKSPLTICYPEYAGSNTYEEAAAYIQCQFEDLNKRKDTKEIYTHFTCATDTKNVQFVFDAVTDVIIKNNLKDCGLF
SMN2 splice up: SMN2 splice variant enhancement | HEK293 SMN2-luciferase splicing reporter, luminescence, 30-36 h | Potency, µM (highest dose often 46.1 µM), without a hit: top-dose activity change, positive = activation, most hits filed as activators | 2.8% of 210,000 active | AID 1458; note: % of control where 0% means no effect; nearly all actives have a fitted effect of over 55% in size
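HEK293 cells carry an SMN2 minigene-luciferase reporter in which exon 7 inclusion puts luciferase in frame. Cells were seeded at 2000 cells/well, attached for 10-12 hours, then exposed to compounds for 30-36 hours at 37C before ONE-Glo luminescence.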
Luc counter: blocks Kinase-Glo luciferase, a counter-screen artifact; Q27757; Kinase-Glo luciferase, ATP luminescence, 8 min; Potency, µM (doses to about 38.3 µM), without a hit: top-dose activity change, negative = inhibition, most hits filed as inhibitors; 0.28% of 200,000 active; note: % is set by controls: 0 for no effect and ±100 for the full control effect; nearly all actives have a fitted effect of over 60% in size
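Compounds were added to a substrate mix at pH 7.2 (50 mM imidazole, 10 uM ATP, within the enzyme's linear range), followed by Kinase-Glo detection reagent; luminescence was measured after 8 minutes at ambient temperature.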
Epigenetic reg: regulators of epigenetic silencing causing reporter derepression in mouse cells | AID 1865 | 0.2% of 280,000 active | Potency, µM (doses to about 53.9 µM), for the others: top-dose GFP activation, usual class: activators | murine LDR cells, GFP reporter derepression, 30 h; note: % of control where 0% means no effect; nearly all actives have a fitted effect of over 60% in size
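Readout is the number of GFP-expressing murine LDR cells, counted by cytometry following washing. Cells were treated with compound for 30 h at 37 C; the stably integrated CMV-GFP locus is normally silent.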
NPSR antagonist: blocks cAMP signaling of the human neuropeptide S receptor | CHO-NPSR cells, cAMP TR-FRET, antagonist mode | AID 1461 | Potency, µM (titrated, usually from 38.3 µM), for the others: at the highest dose activity change, negative = inhibition, usual class: inhibitors | 1% of 220,000 active; note: % is set by controls: 0 for no effect and ±100 for the full control effect; nearly all actives have a fitted effect of over 50% in size; many of its hits are not listed in these tables
IMPase Li cell: IMPase inhibition in cells with lithium potentiation | CHO-M1 cells, IP1 TR-FRET (IP-One), carbachol + lithium | Potency, µM (series often up to 59.4 µM), for the others: top-dose activity, negative = IMPase inhibition, hits mostly inhibitors | 0.35% of 210,000 active;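 note: IP1 builds up when IMPase is blocked and the TR-FRET signal falls; plate controls were basal vehicle for no effect and high inhibitor control for full effect; nearly all actives have a fitted effect of over 50% in size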
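Steps: plate 2000 CHO-M1 cells per well and culture 16–30 h; add compound and lithium; incubate 30 min, 37C; add d2-IP1 tracer and Eu cryptate anti-IP1 antibody in lysis buffer; read after 10 min at room temperature.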
KDM4E inh: JMJD2E (human) inhibition; B2RXH2; JMJD2E catalytic domain, FDH-coupled NADH fluorescence (FDH is formaldehyde dehydrogenase); Potency, µM (highest dose often 57.1 µM), without a hit: at the top dose activity change, negative = inhibition, usual class: inhibitors; 1.6% of 230,000 active; AID 2147; active = well fitted inhibition curve with a large enough effect, not every such curve was filed as active; inconclusive = small, poorly fitted or top-dose-only effect, or another doubt; inactive = no such curve, though single readings can be large or run the other way;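 note: 0% = wells with enzyme and -100% = buffer wells without enzyme; nearly all actives have a fitted effect of over 50% in size; many of its hits are not listed in these tables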
RECQ1 inh: RECQ1 (human) helicase inhibition | P46063 | RECQ1 DNA unwinding, red fluorescence kinetic read | Potency, µM (doses to about 57.3 µM), for the others: top-dose activity, negative = inhibition, actives largely listed as inhibitors | 0.54% of 240,000 active | AID 2549;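 note: plate controls were vehicle for no effect and no enzyme for full effect; nearly all actives have a fitted effect of over 30% in size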
Target sequence (P46063 whole entry, looked up): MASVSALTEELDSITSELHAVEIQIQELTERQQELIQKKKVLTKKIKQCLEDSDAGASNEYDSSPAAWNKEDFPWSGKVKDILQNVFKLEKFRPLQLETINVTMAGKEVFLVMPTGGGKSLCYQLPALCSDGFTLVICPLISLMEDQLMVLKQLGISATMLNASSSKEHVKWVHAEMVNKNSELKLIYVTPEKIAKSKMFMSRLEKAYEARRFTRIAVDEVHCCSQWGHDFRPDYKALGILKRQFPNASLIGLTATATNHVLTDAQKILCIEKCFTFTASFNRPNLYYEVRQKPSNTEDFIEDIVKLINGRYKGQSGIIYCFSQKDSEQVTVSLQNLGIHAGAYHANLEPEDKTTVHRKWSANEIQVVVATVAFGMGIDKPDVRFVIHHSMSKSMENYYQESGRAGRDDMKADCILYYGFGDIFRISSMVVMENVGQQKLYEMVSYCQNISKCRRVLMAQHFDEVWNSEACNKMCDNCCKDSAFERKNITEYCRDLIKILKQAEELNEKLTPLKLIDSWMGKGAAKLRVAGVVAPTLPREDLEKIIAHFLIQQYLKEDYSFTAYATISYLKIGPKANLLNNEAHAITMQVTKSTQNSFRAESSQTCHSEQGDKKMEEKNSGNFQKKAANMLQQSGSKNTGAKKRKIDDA
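50 nM RECQ1T1 preincubated 15 min with compound in Tris pH 8.0 buffer with MgCl2, DTT, Tween-20 and 2.5 ug/ml poly(dI-dC); started with 200 nM TAMRA/BHQ-2 forked duplex and 2 mM ATP. Unwinding read as fluorescence (525/598 nm), two reads 2 h apart.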
The depositor's hits bear a star; i = inactive; ? = inconclusive; . = no result given; & = joins results of further samples; [ ] = remark or other dose. Unless noted, calls come from the whole dose curve; as a rule, active = well fitted curve in the direction sought with a large enough effect; inconclusive = small, poorly fitted or top-dose-only effect, or another doubt; inactive = no such curve, though single readings can be large; an effect the other way counts as inactive or inconclusive. Potency is the fitted concentration of half-maximal effect.

SMILES	RGS12 GoLoco inh	SMN2 splice up	Luc counter	Epigenetic reg	NPSR antagonist	IMPase Li cell	KDM4E inh	RECQ1 inh
CO[C@]12CC(COC(=O)c3cncc(Br)c3)CN(C)[C@@H]1Cc1cn(C)c3cccc2c13 (stereo partly specified)	5%	-11%	0%	0.0%	.	11%	-2%	-3%
CCOC(=O)NC1(Nc2ccc(Cl)cn2)Oc2ccccc2O1	-7%	10%	3%	-0.4%	-2%[46.1 µM]	10%[38.3 µM]	25µM*	22µM*
Cc1ccc(N(CC(=O)N2CCCCC2)S(=O)(=O)c2ccc(C)cc2)cc1	-3%	7%	0%	-1.1%	-37%	3%	15%	i
COc1cc(/C=N/NC(=S)Nc2cccnc2)cc(OC)c1OC	-15%	-12%	-1%	4.7%	-23%	-10%	4%	17%
CC(C)(C)OC(=O)N1CCC[C@H]1c1nnc(SCc2ccc(Cl)cc2)o1	9%	.	.	0.0%	-38%	.	-6%	-1%
CCCn1c(=N)c(C#N)cc2c(=O)n3ccccc3nc21	5%	9%	-1%	-5.0%	1%	1%	?	-13%
O=C(NC1CCS(=O)(=O)C1)c1cc(-c2ccccc2)nc2ccccc12 (stereo unspecified)	6%	-31%[inhibitor]	1%	0.0%	5%	-7%	?	-3%
Cn1cc(-c2nc3cnc(Oc4cccc(Cl)c4)nc3n(CCC#N)c2=O)c2ccccc21	1%	7%	-1%	.	.	1%	.	-7%
COc1ccc(NC(=O)c2ccc(-c3ccccc3)cc2)cc1NS(=O)(=O)c1ccc(F)cc1	9%	-18%[1.84 µM]	1%	-0.9%	-2%	2%	?	-13%
CC(=O)Nc1cccc(NC(=O)c2cc(-c3cccnc3)nc3ccc(Cl)cc23)c1	8%	-24%	0%	-3.2%	-16%	12%	-1%	-2%
COc1cc2c(=O)n(Cc3ccccc3)c(=O)n(CC(=O)C(C)(C)C)c2cc1OC	0%	.	.	0.0%	-3%	.	-10%	-10%
COc1ccc(/C=C/C(=O)OCCCN(C)C)cc1	0%	?	3%	2.2%	4%	1%	-7%	i
O=C(Nc1nccs1)c1cccc(NC(=O)C(F)(F)F)c1	13%	.	.	-1.0%	6%	.	0%	i
O=C(Oc1cccc2c(OC(=O)N3CCOCC3)cccc12)N1CCOCC1	13%	-3%	1%	-2.1%	-6%[46.1 µM]	-1%[38.3 µM]	-1%	i
COc1ccc(NC(=S)NCCCN2CCCC2)cc1	3%	9%	1%	1.1%	9%	7%	7%	i
Clc1ccc(C2Nc3ccccc3-n3cccc32)cc1 (stereo unspecified)	9%	2%	-2%	3.9%	-15%	8%	?	-4%
CCOC(=O)c1ccc(NC(=S)Nc2cc(C)cc(C)n2)cc1	-6%	8%	0%	4.7%	-36%	-3%	3%	i
Cc1cc(C(=O)Nc2ccc(OCc3ccccc3)cc2)c(C)o1	12%	?	11µM*	4.6%	-33%	10%	5%	i
CCOC(=O)CN1C(=O)N[C@@H](c2ccccc2)C(C(=O)OC)=C1C	4%&4%	-1%&7%	0%&3%	-1.1%&0.5%	11%	10%&-1%	-2%&7%	-7%
COc1ccc(C)cc1NS(=O)(=O)c1ccc(NC(=O)CN(c2cc([N+](=O)[O-])ccc2C)S(C)(=O)=O)cc1	10%	-9%	-1%	3.8%	-27%	5%	15%	i
CCc1c(C)c2c(C)nn(-c3ccccc3)c2[nH]c1=O	10%	22%	1%	0.0%	-1%[46.1 µM]	26%[38.3 µM]	?	i
CC1=C/C(=C\C=C(C#N)C#N)N(C)c2ccccc21	131%[activator]	.	.	?	-10%	.	2%	?
Cc1cc2cc3c(cc2nc1SCC(=O)O)OCCO3	9%	-20%	3%	-1.0%	14%[46.1 µM]	?	?	i
CCOc1ccc(OCC)c(NC(=O)C2CCN(S(=O)(=O)c3c(C)noc3C)CC2)c1	14%	4%	-3%	7.4%	-2%[46.1 µM]	9%[38.3 µM]	0%	i
CC(=O)Nc1c(C)ccc(CNC(=O)COc2cc(C)ccc2C)c1C	-12%	-37%[inhibitor]	6%	-1.9%	16%	3%	10%	1%
Cc1[nH]c2ccccc2c1C(=O)CN1C(=O)NC(C)(c2ccc(Cl)cc2Cl)C1=O (stereo unspecified)	155%[activator]	5%	4%	4.6%	-14%[46.1 µM]	23%	-5%	-6%
Cc1[nH]n(C(C)(C)C)c(=O)c1Sc1ccc(Cl)cc1	-9%	-27%	-2%	4.3%	3%[46.1 µM]	-7%[38.3 µM]	-7%	?
O=C(O)/C(=C\c1ccc(Cl)c([N+](=O)[O-])c1)c1ccc(S(=O)(=O)N2CCCCC2)s1	-7%	4%	5%	4.5%	-30%	20%	-5%	15%
CCCn1nc(NC(=O)c2ccncc2)c2cc3ccccc3nc21	.	.	.	-5.6%	5%[46.1 µM]	.	2%	-8%
Cc1cc(C)c(NC(=O)CCn2nnc3ccccc32)c(C)c1	11%	.	0%	-1.1%	6%	0%	-5%	17%
COc1ccc(/C=C(/NC(=O)c2ccccc2)C(=O)N/N=C/c2ccc3c(c2)OCO3)cc1OC	-16%	8%	0%	-1.2%	?	-14%[38.3 µM]	?	-12%
CCNC(=O)COC(=O)CCNC(=O)c1ccc(Cl)cc1	-74%	.	.	-0.4%	-1%[7.67 µM]	.	-2%	-27%
CC1CCC(NC(=O)c2cnccn2)CC1 (stereo unspecified)	-4%	34%	-4%	-1.0%	9%[46.1 µM]	18%[38.3 µM]	-2%	-3%
O=C(NCc1ccccn1)c1ccc(Cn2c(=S)[nH]c3ccccc3c2=O)cc1	1%	-5%	0%	-2.1%	-7%	-2%	-1%	-3%
CCOC(=O)C1CCCN(C2CC(=O)N(c3ccc(NC(C)=O)cc3)C2=O)C1 (stereo unspecified)	-8%	-21%	2%	9.5%	24%	0%	-10%	-1%
Cc1cnc(NC(=O)CSc2ncc(-c3ccccc3)n2Cc2ccco2)s1	0%	13%	-4%	0.0%	-25%[46.1 µM]	32%[activator][38.3 µM]	-5%	-8%

Single records (already shown).
O=C(Nc1nccs1)c1cccc(NC(=O)C(F)(F)F)c1 is listed as RGS12 GoLoco inh = 13%; SMN2 splice up = .; Luc counter = .; Epigenetic reg = -1.0%; NPSR antagonist = 6%; IMPase Li cell = .; KDM4E inh = 0%; RECQ1 inh = i
COc1cc2c(=O)n(Cc3ccccc3)c(=O)n(CC(=O)C(C)(C)C)c2cc1OC is listed as RGS12 GoLoco inh = 0%; SMN2 splice up = .; Luc counter = .; Epigenetic reg = 0.0%; NPSR antagonist = -3%; IMPase Li cell = .; KDM4E inh = -10%; RECQ1 inh = -10%

Continued.
SMILES	RGS12 GoLoco inh	SMN2 splice up	Luc counter	Epigenetic reg	NPSR antagonist	IMPase Li cell	KDM4E inh	RECQ1 inh
COc1ccc(NS(=O)(=O)c2ccc(NC(=S)NC(=O)c3ccc(Br)cc3)cc2)nn1	7%	11%	-1%	0.0%	?	-2%	-1%	-1%
CCOC(=O)C1CN(c2cc3c(cc2F)c(=O)c(C(=O)O)cn3CC)OC1C(=O)OCC (stereo unspecified)	.	.	.	-1.0%	-16%[46.1 µM]	.	12%	-7%
COc1ccc(N2CCN(S(=O)(=O)c3ccc(Cl)c(C(F)(F)F)c3)CC2)cc1	-2%	-2%	2%	-9.7%	13%[46.1 µM]	-1%	1%	3%
Cc1ccc(/C=C/C(=O)N2CCN(c3ccc(F)cc3)CC2)o1	-15%	-47%[inhibitor]	4%	-0.4%	-10%	0%	-9%	-2%
CCn1nnc(NC(=O)C(C)Oc2ccc(Cl)cc2Cl)n1 (stereo unspecified)	-3%	-17%	-7%	6.9%	-27%[7.67 µM]	-5%[38.3 µM]	2%	-9%
Cc1cccc(Nc2nc(N)nc(CC(=O)CSc3ccc(Cl)cc3)n2)c1	3%	-4%	-3%	2.1%	-33%	0%	6%	0%
CSc1nc(SC(C)C(=O)O)c2c3c(sc2n1)COC(C)(C)C3 (stereo unspecified)	2%	.	.	2.7%	-48%	.	?	13%
COc1cc(/C=C2/C(=O)NN(c3cccc(C)c3)C2=O)cc([N+](=O)[O-])c1O	14%	6%	-10%	1.1%	-50%	16%	?	?
CCN(CC)Cc1cc(C(C)=O)ccc1OCC(C)C	-13%	-16%	-1%	-0.9%	18%[46.1 µM]	9%[38.3 µM]	-5%	-5%
CC(OC(=O)CNC(=O)c1ccccc1F)C(=O)Nc1nc(-c2ccccc2)cs1 (stereo unspecified)	23%	13µM*	0%	-3.5%	9%	11%	4%	1%
COc1cc([N+](=O)[O-])cc2cc(C(=O)N3CCCC3)c(=O)oc12	3%	.	-1%	0.0%	15%	16%	4%	-15%
Cc1c(NC(=O)c2ccc3c(c2)OCO3)c(=O)n(-c2ccccc2)n1C	2%	21%	-1%	0.0%	-6%[46.1 µM]	17%[38.3 µM]	4%	-21%
CCC1=C2CC[C@H]3C(=O)NC(=O)[C@H]3[C@H]2[C@@]2(C)C(=NCCOC)OC(=O)N2C1=O	1%	-11%	-1%	1.1%	.	-4%	-22%	6%
CC(C)c1ccc(-c2noc(C3CCCN(S(C)(=O)=O)C3)n2)cc1 (stereo unspecified)	-2%	-32%[inhibitor]	-4%	-1.0%	-13%[46.1 µM]	10%[38.3 µM]	1%	11%
N#C/C(=C\c1ccc[nH]1)C(=O)NC1CC1	12%	?	-5%	-2.0%	-5%[46.1 µM]	42%[activator][38.3 µM]	1%	-5%
COc1ccc(CNC(=O)c2cc3c(s2)CN(Cc2ccccc2)C3)cc1	2%	-26%	-1%	-1.4%	3%	-8%	9%	-16%
CNc1ncnc(Sc2nc(N)nc3nc[nH]c23)c1[N+](=O)[O-]	-2%[14.2 µM]	-15%[9.22 µM]	2%[7.66 µM]	.	.	0%	.	.
CCn1c(-c2nn(-c3ccccc3)ccc2=O)n[nH]c1=S	0%	-6%	1%	-0.8%[10.1 µM]	2%	-2%	-10%	i
CC(=O)NCC(=O)N(C)C(C(=O)Nc1ccc(C(C)C)cc1)c1ccccc1 (stereo unspecified)	2%	-4%	-3%	0.8%	-12%[46.1 µM]	18%[38.3 µM]	3%	9%
C=CCNC(=O)C(C)N1C(=O)c2ccccc2C1=O (stereo unspecified)	5%	15%	1%	-4.1%	-8%[46.1 µM]	20%[38.3 µM]	-2%	i
CCCCCn1c(CN2CCN(CCO)CC2)nc2c1c(=O)n(C)c(=O)n2C	-1%	-4%	0%	0.0%	1%[46.1 µM]	19%[38.3 µM]	0%	?

The list is partial (hit frequency here may not be typical).
